High-throughput results from PubChem BioAssay.
IEC-6 tox: kills IEC-6 intestinal cells in KLF5 counter-screen; IEC-6 cytotoxicity, luminescence viability; inhibition, % at 5 µM; actives 0.78% (n = 290,000); AID 1825; in the data active means inhibition above about 22%;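 further: 0% = plate median of test compound wells and 100% = cytotoxic reference compound wells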
HSF1 inhib: HSF1 inhibition; activity change, negative = inhibition, % at 7.5 µM (by protocol); actives 0.77% (n = 300,000); AID 2098; NIH3T3-HGL HSE-luciferase, MG132-induced, luminescence 8 h; hits give low values;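 active means more than half of replicate wells show activity change below -50%, luminescence cut by over half; inconclusive means some wells, but at most half, below -50%; inactive means no replicate well below -50%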;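 further: luciferase reports HSF-1 transcriptional activity via heat shock element; 0% = median of DMSO wells and -100% = zero luminescence signal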
HSF1 activator: increases HSF-1 driven luciferase reporter signal. NIH3T3-HGL HSF-1 luciferase reporter, MG132, 8 h; 100% = twice DMSO control signal. activation, % at 9 µM. actives 1.7% (n = 300,000). AID 504408;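 active means mean replicate activation of at least 50% with a set share of replicates each reaching 50%; inconclusive means only one of those two conditions met; inactive means mean below 50% and too few replicates reaching it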;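 further: 0% = median of the neutral control wells and 100% = twice that signal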
HSP90 refold inh: blocks HSP90-mediated luciferase refolding in reticulocyte lysate. Rabbit reticulocyte lysate, luciferase refolding luminescence, 3 h. inhibition, % at 5.6 µM. actives 0.91% (n = 290,000). AID 1789;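 active means inhibition above the screen-wide mean plus 3 SD, computed separately per campaign, cut at about 16% in these data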;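 further: 0% = DMSO wells and 100% = 60 µM geldanamycin wells; inhibitors lower the luminescence because luciferase stays unfolded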
SKKanGAS inh: blocks kanamycin growth of S. pyogenes SKKanGAS strain; actives 1.3% (n = 300,000); inhibition, % at 7.5 µM; BacTiter-Glo, 6 h;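 active means mean replicate score, as percent of positive control median, at least 50; inconclusive means mean below 50 but one replicate at or above 50; inactive means mean and every replicate below 50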;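 further: strain carries kanamycin resistance gene driven by streptokinase promoter and grows in 40 µg/ml kanamycin; loss of luminescence reflects streptokinase promoter inhibition or plain growth inhibition; 0% = median of DMSO wells and 100% = positive control at its reference dose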
AI-2 QS mod: modulators of Vibrio harveyi AI-2 quorum sensing system; Vibrio harveyi JMH597 AI-2 luminescence/OD600 ratio, 9 h; hits give low values; strain lacks LuxN and CqsS sensors; 0 = neutral-control median; activity change, % at 7.5 µM; actives 0.4% (n = 300,000); AID 2094; in the data active means activity change below about -75%, passing the limit was not always enough; inconclusive means no clear call, values can overlap the other calls;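 further: luminescence divided by OD600 gain over 9 h not by final OD600 alone; inactives centre near 13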
Platelet DG rel: platelet dense granule release activity | human platelet-rich plasma, SFLLRN dense granule ATP release, luminescence | inhibition, %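 (compounds screened at 7.5 µM in platelet-rich plasma)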 | actives 0.22% (n = 300,000) | AID 1663;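 active means mean replicate score, as percent of positive control, at or above 50; inconclusive means mean below 50 but at least one replicate at or above 50; inactive means mean and every replicate below 50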
aSyn UTR inh: MLPCN primary screen, SNCA 5' untranslated region | inhibition, % (tested at 7.5 µM) | alpha-synuclein 5'UTR reporter, inhibitor activity | actives 0.82% (n = 300,000); in the data active means inhibition above about 60%; inconclusive means no clear call, values can overlap the other calls;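 further: H4 neuroglioblastoma cells stably carrying SNCA 5'UTR luciferase fusion; 0% = DMSO wells and 100% = positive control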
HIF act: HIF pathway transcriptional activation; U2OS HRE-luciferase reporter, luminescence; normalized: DMSO 0%, desferrioxamine 100%; activation, % at 7.5 µM (by protocol); actives 0.32% (n = 300,000); AID 1910;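 active means mean activation of at least 10% of the iron chelator positive control signal, with at least half of replicates also reaching 10%; inconclusive means mean and replicate majority disagree about reaching 10%; inactive means mean and most replicates under 10%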
KLF5 inhibitor: suppresses KLF5 promoter-driven expression. actives 0.23% (n = 290,000). DLD-1 KLF5 promoter-luciferase reporter, luminescence. AID 1700. inhibition, % at 5 µM;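 active means inhibition above a per-plate limit of that plate's mean compound inhibition plus 3 SD, cut at about 60% in these data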;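 further: 0% = DMSO wells and 100% = LY294002 at 200 µM; higher means less KLF5 promoter-driven luciferase light; inactives centre near -14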
* = called active by the depositor; u = inconclusive; x = not tested or not shown. Compounds as they come; about 6% have a hit in one of these screens.

Sample of the layout (12 entries):
SMILES	IEC-6 tox	HSF1 inhib	HSF1 activator	HSP90 refold inh	SKKanGAS inh	AI-2 QS mod	Platelet DG rel	aSyn UTR inh	HIF act	KLF5 inhibitor
CCN(CC(=O)NCc1cccs1)S(=O)(=O)c1ccc(NC(C)=O)cc1	2	-1	12	4	-21	-8	-22	-13	-0.1	2
COc1cccc(NC(=O)C2Cc3ccccc3CN2C(=O)c2ccco2)c1 (stereo unspecified)	4	10	10	-3	0	5	-31	-94	0.7	-32
Cc1ccc(C(=O)c2coc3ccc(O)c(CN(C)C)c23)cc1	-3	-9	-23	0	0	4	-2	8	-1.8	-7
COc1cccc(N2CCN(C(=O)c3oc4ccccc4c3NC(=O)Cc3ccc(OC)c(OC)c3)CC2)c1	0	7	7	0	-2	30	3	19	0.3	-13
CCc1cc(=O)oc2cc(C)cc(OCC(=O)N[C@@H](CSCc3ccccc3)C(=O)O)c12	2	-4	-8	-4	6	9	0	-3	-0.2	-11
CSc1ccccc1OCc1cc(C(=O)NCC(C)(C)N2CCOCC2)no1	6	4	38	-2	3	-6	-2	4	0.1	-27
O=C1N=C(N2CCOCC2)S/C1=C1\C(=O)N(Cc2ccccc2)c2ccccc21	-4	22	31	-5	4	0	12	-193	1.4	-14
CCC1(c2ccccc2)NC(=O)N(CC(=O)N(C)CC(=O)Nc2c(C)cccc2C)C1=O (stereo unspecified)	-1	-6	-6	1	-7	9	29	-8	-0.4	-5
COc1ccccc1N1CCN(C(=O)c2cc(-c3ccc(Br)cc3)on2)CC1	-1	-4	4	3	3	30	-1	-12	0.0	-19
COc1cccc(NC(=S)Nc2cc(C)cc(C)n2)c1	11	21	56*	1	-5	17	5	-34	4.4	-56
O=C(O)c1cccc(CN2C(=O)SC(Nc3ccccc3)C2=O)c1 (stereo unspecified)	-3	-1	-12	-2	1	37	-1	-12	0.6	-58
O=C(Cn1ccc(=O)[nH]c1=O)Nc1ccc(C(=O)O)c(O)c1	-5	7	36	4	-3	8	3	6	0.9	0

The whole of this part, repeating the preview:
SMILES	IEC-6 tox	HSF1 inhib	HSF1 activator	HSP90 refold inh	SKKanGAS inh	AI-2 QS mod	Platelet DG rel	aSyn UTR inh	HIF act	KLF5 inhibitor
CCN(CC(=O)NCc1cccs1)S(=O)(=O)c1ccc(NC(C)=O)cc1	2	-1	12	4	-21	-8	-22	-13	-0.1	2
COc1cccc(NC(=O)C2Cc3ccccc3CN2C(=O)c2ccco2)c1 (stereo unspecified)	4	10	10	-3	0	5	-31	-94	0.7	-32
Cc1ccc(C(=O)c2coc3ccc(O)c(CN(C)C)c23)cc1	-3	-9	-23	0	0	4	-2	8	-1.8	-7
COc1cccc(N2CCN(C(=O)c3oc4ccccc4c3NC(=O)Cc3ccc(OC)c(OC)c3)CC2)c1	0	7	7	0	-2	30	3	19	0.3	-13
CCc1cc(=O)oc2cc(C)cc(OCC(=O)N[C@@H](CSCc3ccccc3)C(=O)O)c12	2	-4	-8	-4	6	9	0	-3	-0.2	-11
CSc1ccccc1OCc1cc(C(=O)NCC(C)(C)N2CCOCC2)no1	6	4	38	-2	3	-6	-2	4	0.1	-27
O=C1N=C(N2CCOCC2)S/C1=C1\C(=O)N(Cc2ccccc2)c2ccccc21	-4	22	31	-5	4	0	12	-193	1.4	-14
CCC1(c2ccccc2)NC(=O)N(CC(=O)N(C)CC(=O)Nc2c(C)cccc2C)C1=O (stereo unspecified)	-1	-6	-6	1	-7	9	29	-8	-0.4	-5
COc1ccccc1N1CCN(C(=O)c2cc(-c3ccc(Br)cc3)on2)CC1	-1	-4	4	3	3	30	-1	-12	0.0	-19
COc1cccc(NC(=S)Nc2cc(C)cc(C)n2)c1	11	21	56*	1	-5	17	5	-34	4.4	-56
O=C(O)c1cccc(CN2C(=O)SC(Nc3ccccc3)C2=O)c1 (stereo unspecified)	-3	-1	-12	-2	1	37	-1	-12	0.6	-58
O=C(Cn1ccc(=O)[nH]c1=O)Nc1ccc(C(=O)O)c(O)c1	-5	7	36	4	-3	8	3	6	0.9	0
COc1ccc(C2C(C#N)=C(N)OC3=C2C(=O)CC(C)(C)C3)cc1 (stereo unspecified)	13	-3	7	4	-6	19	-3	25	0.0	8
O=S(=O)(c1cccc2cccnc12)N1CCCc2ccccc21	3	-1	-5	1	4	-3	8	25	-0.4	-9
CCOc1cc(C2C3=C(CCCC3=O)N(CC(=O)O)C3=C2C(=O)CCC3)ccc1OC	1	-2	6	1	-4	15	0	5	-0.2	-47
O=C(COc1ccc(Cl)cc1)NCCS(=O)(=O)N1CCN(c2ccccc2F)CC1	2	-3	2	-2	-4	25	1	-56	-0.6	-10
Cc1ccc(C(=O)OCc2nnc(-c3ccccc3)o2)s1	x	3	2	x	16	-55	-5	4	0.5	x
CC(C(=O)NCC1CCCCC1)N(C)CC(=O)Nc1ccc(N2CCOCC2)cc1 (stereo unspecified)	3	-1	-5	0	13	-7	-6	1	0.1	-28
COc1ccccc1CN1C[C@@H]2C[C@@H](c3cccc(C)n3)N3CCC[C@@]23C1=O	2	-1	3	4	4	10	-1	-4	-0.5	18
COc1cccc(C(=O)NCCC2=CCCCC2)c1OC	-2	23	26	3	-2	22	-2	-117	2.4	-124

Compound profiles, as listed above. Order of values: IEC-6 tox | HSF1 inhib | HSF1 activator | HSP90 refold inh | SKKanGAS inh | AI-2 QS mod | Platelet DG rel | aSyn UTR inh | HIF act | KLF5 inhibitor
Results for `CCc1cc(=O)oc2cc(C)cc(OCC(=O)N[C@@H](CSCc3ccccc3)C(=O)O)c12` → 2 | -4 | -8 | -4 | 6 | 9 | 0 | -3 | -0.2 | -11
Results for `COc1ccc(C2C(C#N)=C(N)OC3=C2C(=O)CC(C)(C)C3)cc1` (stereo unspecified) → 13 | -3 | 7 | 4 | -6 | 19 | -3 | 25 | 0.0 | 8

The results go on.
SMILES	IEC-6 tox	HSF1 inhib	HSF1 activator	HSP90 refold inh	SKKanGAS inh	AI-2 QS mod	Platelet DG rel	aSyn UTR inh	HIF act	KLF5 inhibitor
CC(=O)NCC(=O)OC(C(=O)c1ccccc1)c1ccc(Cl)cc1 (stereo unspecified)	4	3	1	0	-1	9	7	6	0.1	-15
CC1(C)CC(NS(=O)(=O)c2ccccc2)CC(C)(C)N1	-3	-7	-13	0	-6	17	-23	-11	0.3	-1
CCn1nc(C(=O)OC2CCOC2=O)c2ccccc2c1=O (stereo unspecified)	-6	-5	-23	3	3	x	x	-6	0.1	23
COc1cccc(-c2[nH]nc3c2C(c2ccsc2)C(C#N)=C(N)O3)c1 (stereo unspecified)	2	10	u	16*	1	12	9	-8	0.0	-31
Cc1c(C(=O)N2CCCCC2)c(S(=O)(=O)NCc2ccccc2Cl)c(C)n1C	6	-12	-16	-2	1	8	-23	-15	-0.2	-6
CCc1oc2ccccc2c1C(=O)CCN1CCCCC1	9	33	46	2	-1	26	3	3	0.0	3
Cc1cc(N)n(-c2ccccc2)n1	-5	1	11	7	-9	18	-6	-20	-0.3	-19
Cc1cccc(NC(=S)N2CCC(c3nc4ccccc4o3)CC2)c1C	-6	1	1	-3	1	30	-2	17	-0.2	-27
CN(C)c1ccc(NC(=O)Nc2csc3ccccc23)cc1	4	-39	-48	0	-7	6	-7	-141	1.6	-39
COc1ccc(C2=C(C)C(N3CCN(C(=O)c4ccco4)CC3)=NS2(=O)=O)cc1	3	1	-8	-1	-4	16	-4	10	-0.2	-23
Clc1ccccc1-c1ncc2ccccn12	-1	129	168*	0	9	-3	-4	-98	3.0	-67
CC1(C)CC(=O)C2(CC3=C(CC(C)(C)CC3=O)O2)C(=O)C1	-1	-8	9	-1	-6	9	3	-21	0.3	-16
COc1ccccc1NC(=O)Cn1cnc2c(nnn2-c2ccc(C)cc2)c1=O	-2	2	4	-3	6	37	2	-1	-1.0	-10
CC(O)[C@H]1CC[C@H]2[C@@H]3CC[C@H]4C[C@@H](O)CC[C@]4(C)[C@H]3C(=O)C[C@]12C (stereo partly specified)	x	1	24	x	-1	19	-6	-13	-1.2	x
Cc1cc[n+](CCc2ccccc2)cc1C	0	-16	4	1	-1	26	-2	1	-23	-41
COc1ccccc1P(=O)(c1ccccc1)c1ccccc1	4	-6	-4	3	4	35	-4	-8	-3.0	-9
C[C@H](NC(=O)NC1CCCc2ccccc21)C(=O)O (stereo partly specified)	-6	-3	13	-1	-9	7	-3	13	0.1	-24
CC(Sc1nnc(-c2ccc(Cl)cc2Cl)n1Cc1ccccc1)C(=O)Nc1nccs1 (stereo unspecified)	-1	6	-16	1	12	16	4	7	-0.5	7
O=C(Nc1ccc(F)cc1)C1CCCN(S(=O)(=O)c2cccc3nonc23)C1 (stereo unspecified)	3	0	2	1	10	6	6	-2	-0.5	-23
CCCOc1cc(C)c(S(=O)(=O)n2nnc3ccccc32)cc1C	0	-4	11	-3	-9	36	-2	10	-0.3	-32
CCCCOc1ccc(Cl)cc1CSc1nnc(CC)n1N	-4	-6	5	-1	3	-3	3	22	-0.6	-10
CN1CCN(c2nc(-c3cccs3)cc(C(F)(F)F)n2)CC1	10	-8	8	-1	-1	-7	-5	-15	-1.0	-6
Cc1coc2c1c(C)cc1oc(=O)c(CC(=O)N[C@H](C(=O)O)C(C)C)c(C)c12	2	-5	-1	-5	3	15	0	-4	-0.9	0
COc1cc(C(=O)Nc2cccc(NC(=O)c3cccs3)c2)cc(OC)c1OC	-2	2	-15	-4	3	-3	15	16	-0.5	-8
O=C(Nc1ncc2c(n1)CC(c1ccccc1)CC2=O)c1ccco1 (stereo unspecified)	0	-3	-4	-2	-3	22	10	-13	-0.1	-22
COc1ccc(S(=O)(=O)N(CCN2CCOCC2)Cc2cc(OC)ccc2OC)cc1	-2	-2	-7	0	13	53	-1	-5	-38	-8
Cc1ccc(OCC(=O)Nc2ccc3oc(=O)ccc3c2)c(C)c1	7	4	-4	1	-5	18	6	-4	0.1	-7
CCc1nnc(NC(=O)CSc2nc(N)c(NC(=O)c3ccc(OC)cc3)c(=O)[nH]2)s1	5	1	4	2	3	12	30	-3	-0.6	-27
O=c1[nH]c2ccc(S(=O)(=O)N3CCC(Cc4ccccc4)CC3)cc2o1	-1	-4	-13	-6	2	42	1	2	-0.1	-20
CC1CCc2ccc(F)cc2N1S(=O)(=O)c1cccs1 (stereo unspecified)	2	9	21	0	-10	7	-5	18	-0.1	-34
O=C(O)CCCCCNC(=O)CCn1nnc2ccccc2c1=O	-3	-6	3	3	-5	12	8	7	0.4	-30
COc1cccc(C(=O)N2CCCc3ccccc32)c1	-1	-7	-17	-4	-6	11	-7	-1	0.1	0
CCCCCC(C)NC(=O)c1ccoc1C (stereo unspecified)	4	9	13	3	0	13	-1	-6	-0.1	-3
CCCn1c(SCC(=O)O)nc2ccccc21	1	2	0	1	-2	30	-1	11	0.1	-1
